Compound activity from PubChem.
H9c2 protect: modulators protecting cardiomyocytes from myocardial damage. H9c2 cardiomyocytes, H2O2 injury protection, ATPLite, 2 h. protection from H2O2 cell death, % at 20 µM. 360,000 tested, 0.63% active. AID 588492;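 active = compounds giving at least 50% protection of heart cells from peroxide-induced death in the single-dose screen, raw or plate-pattern-corrected value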;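 also: 0% = DMSO wells with peroxide and 100% = DMSO wells without peroxide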
aDG glyco up: increases alpha dystroglycan glycosylation. Pro5-aDG cells, alpha-DG glycosylation AlphaScreen (IIH6); 0% Pro5, 100% B10-LARGE cell signal. activation, % at 10 µM. 360,000 tested, 0.22% active;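 active = activation of at least 8% versus controls, or a plate z-score of at least 8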;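 also: Pro5 are CHO cells carrying HIG-tagged alpha-DG that lacks glycosylation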
Vif inh: inhibitors of HIV Vif; inhibition, % at 7.49 µM; HEK293T cells, Vif self-association by quenched fluorescence, imaging, 24 h; 340,000 tested, 0.35% active; in the data active = inhibition above about 50%, passing the limit was not always enough; inconclusive = no clear call, values can overlap the other calls; inactive = below about 31%; also: some results filed as inactive read as strong as hits
hiPSC survival: hiPSC single-cell survival enhancement. ATPlite luminescence; 100% = ROCK inhibitor wells, 0% = DMSO. survival enhancement, % at 20 µM. 360,000 tested, 0.044% active; in the data active = survival enhancement above about 18%;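 also: cells exposed to compounds for 16 hours before the ATP read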
m5-HT2A agonist: mouse HTR2A agonism via beta-arrestin recruitment; activation, % at 7.6 µM; AID 624169; 360,000 tested, 0.66% active; CHO-K1 mHTR2A beta-arrestin complementation, luminescence; percent of 30 µM serotonin response; P35363;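 active = activation above a run cutoff, the mean activation of all tested compounds plus 3 SD, cut at about 14% in these data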;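 also: 0% = plate median of compound wells and 100% = 30 µM serotonin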
ABCB6 inh 2: inhibitors of human ABC transporter ABCB6; K562-ABCB6 porphyrin accumulation, flow cytometry, 1 h; stronger effect = lower value; fluorescence ratio to DMSO, % at 10 µM; Q9NP58; 360,000 tested, 0.19% active;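 active = fluorescence ratio to DMSO below 75%, the collection mean minus 3 SD; inconclusive = too few cells collected in the well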;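 also: signal is porphyrin accumulated inside mitochondria; 100% equals median channel fluorescence of DMSO control wells; lower ratio means ABCB6 inhibition with less porphyrin fluorescence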
Target sequence (Q9NP58 whole entry, looked up): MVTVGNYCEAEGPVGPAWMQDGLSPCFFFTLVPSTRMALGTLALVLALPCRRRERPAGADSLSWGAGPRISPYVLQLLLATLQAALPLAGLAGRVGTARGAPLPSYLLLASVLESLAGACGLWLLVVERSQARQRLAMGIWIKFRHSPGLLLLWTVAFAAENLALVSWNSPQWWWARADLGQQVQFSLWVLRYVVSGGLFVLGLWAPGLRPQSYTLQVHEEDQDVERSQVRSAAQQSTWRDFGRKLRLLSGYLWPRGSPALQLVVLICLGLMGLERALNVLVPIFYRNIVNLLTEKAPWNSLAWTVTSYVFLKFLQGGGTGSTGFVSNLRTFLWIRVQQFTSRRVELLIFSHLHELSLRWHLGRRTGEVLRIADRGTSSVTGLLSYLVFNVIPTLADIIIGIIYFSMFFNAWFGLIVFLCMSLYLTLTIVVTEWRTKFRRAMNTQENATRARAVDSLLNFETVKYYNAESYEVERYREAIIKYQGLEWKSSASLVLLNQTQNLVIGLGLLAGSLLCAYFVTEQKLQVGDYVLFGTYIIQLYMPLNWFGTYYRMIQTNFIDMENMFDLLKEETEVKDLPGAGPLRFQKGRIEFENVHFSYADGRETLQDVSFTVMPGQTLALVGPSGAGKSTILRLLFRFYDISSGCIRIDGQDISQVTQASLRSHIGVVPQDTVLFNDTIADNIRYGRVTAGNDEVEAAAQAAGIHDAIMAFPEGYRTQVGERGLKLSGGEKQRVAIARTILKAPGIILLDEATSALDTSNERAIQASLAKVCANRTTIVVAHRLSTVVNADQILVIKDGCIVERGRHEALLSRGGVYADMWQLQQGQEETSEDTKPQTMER
N-glyco inh: blocks N-linked glycosylation in D54 reporter cells; D54 ERlucT glycosylation luciferase reporter, 24 h; percent of 100 nM tunicamycin response; reporter increase, % at 12.5 µM; 360,000 tested, 0.23% active; AID 588692;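 active = mean luciferase reporter signal, scaled so untreated is 0 and the glycosylation-blocking control 100, at or above a set limit in every replicate; inconclusive = mean reaches the limit but not every replicate does; inactive = mean below the limit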;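 also: luciferase carries N-glycosylation sites so blocking glycosylation raises the light; 0% = median of neutral control wells and 100% = median of 100 nM tunicamycin wells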
Granule exo inh: blocks lytic granule exocytosis; TALL-104 LAMP-1 surface exposure, flow cytometry; cells stimulated with thapsigargin and PMA; inhibition, % at 10 µM; 360,000 tested, 0.66% active; AID 651702;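 active = inhibition above about 55%, limit read from the data; inconclusive = no clear call, values can overlap the other calls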
CaV13 ICDI inh: Primary screen for inhibitors of IQ motif and Ca2+-dependent inactivation inhibitor domain binding in CACNA1D, Förster resonance energy transfer in living cells, …; HEK cells, CFP/YFP FRET ICDI-IQ, plate reader, 10 min; percent FRET-ratio fall versus neutral wells; inhibition, % at 12.3 µM; 340,000 tested, 0.098% active;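 active = mean replicate inhibition of at least 30% and at least 1% of replicates passing that level; inconclusive = only one of the two criteria is met; inactive = neither criterion is met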;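 also: 0% = median of the neutral control wells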
PDI turbidity: inhibitors of human protein disulfide isomerase. P07237. PDI insulin aggregation turbidity, A650, 90 min. inhibition, % at 10 µM. 350,000 tested, 0.052% active. AID 588391;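 active = mean inhibition across replicates of 30% or more, whatever share of single replicates reach that level; inconclusive = mean inhibition below 30% while every single replicate reaches 30%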;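 also: absorbance from insulin aggregation driven by PDI reduction with DTT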
Starred values were filed as active, the others as inactive; ? = inconclusive; / = no result given. Compounds were not picked by outcome (roughly 3.1% active in at least one column).

SMILES | H9c2 protect | aDG glyco up | Vif inh | hiPSC survival | m5-HT2A agonist | ABCB6 inh 2 | N-glyco inh | Granule exo inh | CaV13 ICDI inh | PDI turbidity
COc1cc2c(cc1OC)CN(C(=O)c1sc(-c3cnccn3)nc1C)CC2 | 8 | 0.1 | 8 | -0.7 | -1 | 93 | 1 | -5 | -14 | 2
COc1ccc2c(c1)Cc1c-2cc(Br)c(N)c1Br | -5 | 0.2 | -2 | -1.8 | -1 | 98 | -4 | 4 | -6 | 2
COc1ccc2oc3ccccc3c(=O)c2c1 | -3 | 0.1 | -1 | 0.4 | 3 | 90 | 4 | -3 | -12 | -6
Cc1ccc(S(=O)(=O)NCCC(=O)NC2CC2)cc1 | 0 | 0.0 | ? | 0.1 | 6 | 91 | -1 | -2 | -6 | 3
Cc1ccc(/C=N/NC(=O)C(=O)N/N=C/c2ccc(C)o2)o1 | 6 | -0.1 | 6 | 0.3 | 2 | 95 | 0 | -1 | 5 | 0
CCNC(=O)N(CC)C[C@H]1N[C@@](C)(C(=O)OC)[C@H]2C(=O)N(Cc3ccccc3)C(=O)[C@@H]12 | 3 | 7.1* | -1 | -1.1 | -1 | 99 | -1 | -5 | -3 | 0
CC(C)CN(C(=O)Cn1ccccc1=O)C1CCS(=O)(=O)C1 (configuration not stated) | 0 | 0.0 | 33 | -0.4 | 10 | 102 | 4 | 1 | -4 | -3
CSc1ccc(CN(C)C(=O)c2cc3ccccc3o2)cc1 | -6 | 0.1 | 19 | 0.3 | -1 | 92 | 1 | 22 | -3 | 9
CCOC(=O)N1CCN(C(=O)CNS(=O)(=O)c2cccs2)CC1 | -2 | -0.2 | -4 | 0.6 | 1 | 100 | 2 | -4 | -4 | -3
O=C1Nc2ccccc2N(O)N1c1ccc(Cl)c(Cl)c1 | 0 | -0.1 | -4 | 0.4 | 5 | 98 | -1 | 4 | -3 | -2
C[C@H](NS(=O)(=O)c1ccc(Cl)cc1)C(=O)OCC(=O)NC(=O)Nc1ccc2c(c1)OCCO2 | -6 | -0.2 | -3 | -0.1 | -2 | 97 | -6 | -2 | -15 | -3
CCCCc1cc(=O)oc2cc(OCC(=O)NC(Cc3c[nH]c4ccc(O)cc34)C(=O)O)ccc12 (configuration not stated) | -4 | -0.2 | -11 | -2.0 | -3 | 98 | -1 | -3 | / | /
CCN(CC)C(=O)C1=C(C)N(Cc2ccc(OC)cc2)C(=O)C(CC(=O)NCc2ccco2)C1 (configuration not stated) | 2 | -0.1 | / | -1.9 | -1 | 96 | 3 | -5 | -10 | 1
COc1ccc2nc(SCC(N)=O)cc(C)c2c1 | 5 | -0.1 | 1 | 5.3 | -3 | 110 | 1 | -7 | / | -10
CCc1c(C)nc2ncnn2c1N1CCC(C(=O)N2CCN(c3ccc(F)cc3)CC2)CC1 | -11 | 0.5 | -16 | -0.3 | 4 | 95 | -5 | 0 | -8 | -6
NS(=O)(=O)c1ccc(NC(=O)COC(=O)c2cnccn2)cc1 | 0 | 0.4 | 7 | 0.5 | -4 | 100 | 1 | -9 | -6 | 6
Cc1ccc(C(=O)Nc2ccc(C(=O)O)cc2)cc1S(=O)(=O)NCc1ccccc1 | -1 | -0.1 | 1 | 1.4 | 3 | 103 | -2 | 1 | -4 | -5
CCOc1ccccc1CNCCNC(=O)c1nonc1N | 5 | 0.1 | 9 | 0.2 | 7 | 97 | 1 | 2 | -3 | 21
Cc1c(NC2=CC(=O)CCC2)c(=O)n(-c2ccccc2)n1C | 9 | -0.2 | -9 | -0.5 | 0 | 94 | 0 | 2 | -5 | -3
CCCCOC(=O)Nc1nc(C)c(C(=O)OCC)s1 | 2 | 0.0 | 4 | -1.8 | -2 | 100 | -2 | 8 | -3 | -1
COc1ccc(S(=O)(=O)N2CCOC23CCN(C(=O)c2ccccc2OC)CC3)cc1 | 6 | 0.3 | -1 | -0.4 | -6 | 92 | 1 | 1 | -14 | 0
CC(C)OC(=O)C1CC=CCC1C(=O)Nc1ccc(Cl)cc1 (configuration not stated) | -4 | 0.0 | / | -1.0 | 1 | 96 | -1 | 1 | -8 | 15
CC(c1nc2ccccc2[nH]1)n1c(-c2ccncc2)nc2ccccc21 (configuration not stated) | / | 0.0 | / | / | 4 | / | / | 8 | -11 | /
CCCc1c(-c2ccccc2Br)ncn1Cc1ccccc1OC | / | 0.1 | / | -0.6 | -6 | 95 | / | -10 | -4 | /
CS(=O)(=O)NNC(=O)Cn1nnc(-c2ccc(OCc3ccccc3Cl)cc2)n1 | -10 | 0.0 | -11 | 0.1 | 6 | 98 | -1 | -4 | -5 | 20
C/C(Cc1ccccc1)=N\NC(=O)CNC(=O)c1ccc(F)cc1 | -2 | 0.1 | -5 | -0.2 | -1 | 106 | 0 | -1 | -5 | 6
COc1ccc2c(c1)[nH]c1c(=O)n(CCCn3ccnc3)cnc12 | -15 | 0.0 | 24 | -1.9 | -3 | 95 | 3 | -4 | -5 | -11
N#C/C(=C/c1ccc(-c2ccc([N+](=O)[O-])cc2)o1)C(=O)Nc1nc(-c2cccs2)cs1 | 0 | 0.0 | 19 | 1.6 | 3 | 183 | -1 | -2 | -8 | 4
COc1ccc(C(=O)c2no[n+]([O-])c2C(=O)c2ccc(OC)cc2)cc1 | -32 | -0.5 | / | 0.2 | -3 | 85 | 25 | 103* | -7 | -4
CC(NS(=O)(=O)c1ccccc1)C(c1cccs1)N1CCOCC1 (configuration not stated) | 13 | -0.1 | -4 | -2.2 | -1 | 95 | 1 | -4 | 11 | /
CCOC(=O)N1CCN(c2cc(N)c([N+](=O)[O-])cc2F)CC1 | -6 | 0.4 | 3 | 3.9 | 1 | 103 | 0 | -2 | -6 | 3
COCCNC(=O)CCC1CCN(C/C=C/c2ccccc2OC)CC1 | -3 | -0.1 | -1 | -0.2 | -4 | 96 | 1 | -4 | -20 | 9
CCC(C)(C)NC(=O)C(c1ccc(OC)cc1)N(C(=O)CCC(=O)Nc1cc(C)on1)C(C)(C)C (configuration not stated) | -7 | 0.1 | 13 | -0.4 | -1 | 99 | 0 | 9 | -7 | -2
COc1ccc(C(=O)C(C)[n+]2ccc(-c3nnc4n3CCCCC4)cc2)cc1 (configuration not stated) | 0 | -0.1 | 7 | -0.6 | -2 | 101 | 2 | 1 | -17 | 21
Cc1c(/C=C/C(=O)c2ccc(C(C)C)cc2)cnn1C | -15 | 1.7 | -33 | -3.9 | -9 | 97 | 1 | -2 | -2 | 9
CC(C)COC(=O)C1C2C=CC3(CN(C(C)c4ccc(Br)cc4)C(=O)C13)O2 (configuration not stated) | 10 | 0.0 | -8 | -0.7 | -3 | 99 | -1 | -1 | -4 | /
Cn1ncc(C#N)c1/N=C/N1CCCCCC1 | -2 | 0.0 | 4 | -0.8 | 1 | 99 | -4 | 0 | -5 | 1
COc1ccccc1CNc1nc(NCc2cccs2)nc2ccsc12 | -24 | 1.8 | -7 | 2.5 | -6 | 98 | -2 | 3 | -5 | 8
Nc1nc(NCCCN2CCOCC2)nc(NCc2ccccc2)c1[N+](=O)[O-] | 35 | 0.4 | -2 | -0.1 | -1 | 101 | -1 | -14 | 7 | -2
O=C(c1cccc(S(=O)(=O)Nc2ccc(Br)cc2)c1)N1CCCC1 | 0 | 0.1 | -1 | 2.6 | -9 | 94 | 1 | -1 | -16 | 17
O=C(NCCSc1ccc(Cl)cc1)c1ccco1 | -6 | 0.0 | 3 | 2.8 | -1 | 95 | 1 | 0 | -6 | -2
COc1ccc(-n2nnnc2SCC(=O)c2cccc(OC)c2)cc1 | -8 | 0.1 | / | -1.5 | 0 | 92 | 1 | 0 | -6 | -2
CC(O)C(NS(=O)(=O)c1ccc(Cl)cc1)C(=O)OCc1nnc(-c2ccccc2)o1 (configuration not stated) | -1 | -0.1 | -41 | 9.5 | 1 | 100 | 1 | 15 | / | 1
COc1ccc(OC)c(C(=O)C(=O)c2cc(OC)ccc2OC)c1 | -5 | 0.5 | -10 | 1.9 | 0 | 97 | 0 | -6 | -6 | 8
CC(C)C(C)NC(=O)COn1nnc2ccc(S(=O)(=O)N3CCOCC3)cc21 (configuration not stated) | -2 | 0.0 | 3 | 0.9 | 9 | 101 | 2 | 4 | -6 | 3
CCC(C)NC(=O)CCc1c(C)nc2nc(-c3cc(OC)cc(OC)c3)nn2c1C (configuration not stated) | 20 | -0.1 | / | 1.9 | 2 | 105 | / | 1 | -5 | 1
Cc1cc(=O)[nH]c(SCCCOc2ccc(F)cc2)n1 | -2 | -0.2 | -9 | 0.8 | -5 | 78 | -1 | 10 | -4 | 7
COc1cc(C(=O)OCC(=O)Nc2sccc2C(N)=O)cc(OC)c1OC | 41 | -0.4 | -3 | -0.9 | 7 | 98 | 8 | 0 | -1 | 2
CC(C)N=Cc1c(O)[nH]c2ccccc12 | -2 | -0.1 | -3 | -2.6 | 4 | 97 | 2 | -4 | -6 | -13
Cc1ccccc1CNC(=O)C1CCC(=O)N(Cc2cccc(F)c2)C1 (configuration not stated) | 0 | 0.1 | -4 | -0.2 | 4 | 101 | 4 | -2 | -6 | -20
Next part.
SMILES | H9c2 protect | aDG glyco up | Vif inh | hiPSC survival | m5-HT2A agonist | ABCB6 inh 2 | N-glyco inh | Granule exo inh | CaV13 ICDI inh | PDI turbidity
CCCCn1c(-c2ccccc2)nc2c(=O)n(C)c(=O)[nH]c21 | -5 | 0.7 | 0 | 2.0 | 3 | 95 | -1 | 4 | -6 | 1
CCCn1nnnc1SCC(=O)N1CCCCC1 | -4 | -0.1 | 57* | -0.8 | 6 | 87 | 0 | 12 | -4 | 7
CC(Oc1ccc2c3c(c(=O)oc2c1)CCCC3)C(=O)NCCN1CCOCC1 (configuration not stated) | -2 | -0.6 | -11 | -0.3 | -5 | 104 | 0 | 1 | -5 | 14
O=C(CN1C(=O)c2ccccc2C1=O)Nc1ccccc1C(=O)N1CCCC1 | -2 | 0.1 | 12 | 2.9 | -1 | 102 | -1 | -2 | -5 | 0
CCOc1ccccc1/C=C/c1onc(C)c1S(=O)(=O)N1CCC(C(=O)N(CC)CC)CC1 | 1 | -0.2 | -2 | -0.5 | -9 | 99 | -1 | 52 | -16 | 11
Cc1ccccc1NC(=O)OCc1ccccc1 | -4 | -0.1 | 0 | 0.5 | 1 | 98 | -1 | 4 | -21 | 0
CCOC(=O)c1cc(=O)c2ccc(OCC(=O)Nc3ccccc3)cc2o1 | 2 | 0.0 | 2 | -0.3 | -2 | 100 | 0 | 1 | -2 | -1
COc1ccc(N2CCN(Cc3nnnn3C3CCCCC3)CC2)cc1 | 6 | -0.1 | 0 | -0.4 | -4 | 94 | 0 | -2 | -2 | -2
CCN1CCN(C(c2ccccc2F)c2nnnn2Cc2ccc3c(c2)OCO3)CC1 (configuration not stated) | -10 | 0.2 | -1 | 0.3 | 4 | 96 | 0 | 0 | / | 8
